# Assay outcomes deposited in PubChem by several laboratories.
# NR2E3 ag-1 = inhibitors of NR2E3-RetCOR corepressor binding, primary screen, NR2E3 agonist project, biochemical, TR-FRET, GST-NR2E3, biotin-RetCOR | Photoreceptor-specific nuclear receptor (Homo sapiens), Q9Y5X4 | 1536-well | inhibition of corepressor binding, % at 4.78 µM | 320,000 compounds, 0.12% hits | AID 2300, 2010;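 active means percent inhibition above the cutoff of mean plus 3 SD of all tested compounds, set per screening campaign, cut at about 20% in these data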;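 further: 0% = DMSO wells and 100% = biotin wells as full block of FRET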
# Target sequence (Q9Y5X4 whole entry, looked up): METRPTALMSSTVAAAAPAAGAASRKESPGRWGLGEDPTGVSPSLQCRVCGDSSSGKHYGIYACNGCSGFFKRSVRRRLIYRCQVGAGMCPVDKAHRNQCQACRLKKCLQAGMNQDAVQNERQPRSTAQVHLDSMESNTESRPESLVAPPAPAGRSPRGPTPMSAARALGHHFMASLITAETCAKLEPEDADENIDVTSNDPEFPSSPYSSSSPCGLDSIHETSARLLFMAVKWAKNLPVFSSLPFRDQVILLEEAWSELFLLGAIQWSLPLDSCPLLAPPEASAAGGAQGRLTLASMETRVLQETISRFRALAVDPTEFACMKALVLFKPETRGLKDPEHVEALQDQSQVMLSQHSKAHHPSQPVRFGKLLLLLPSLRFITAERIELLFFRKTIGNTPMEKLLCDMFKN
#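 system = GST-tagged NR2E3 plus biotinylated RetCOR corepressor | input = 1.35 nM GST-NR2E3 | also added = 7 nM biotin-RetCOR | schedule = 5 h incubation at 4 °C | measured by = TR-FRET with europium anti-GST and streptavidin-D2, 340 nm excitation | read-out = percent loss of FRET ratio relative to control wells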
# HIF-2a inh = HIF-2a reporter inhibitors, primary screen, luminescence, 786-0 RCC cells. 786-0 RCC cells HIF-2a reporter, luciferase luminescence, overnight. inhibition, % at 18.8 µM. 360,000 compounds, 0.72% hits;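 active means inhibition of the luminescence signal of 40% or more relative to plate controls, in a single-dose primary screen at 18.75 µM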
# Peg3 prom inh = Peg3 promoter-driven luciferase inhibitors, primary screen, cell-based, HeLa, luciferase luminescence | HeLa PEG-Prom luciferase reporter, overnight | inhibition, % at 20 µM | 360,000 compounds, 1.7% hits;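 active means inhibition of at least 50% at 20 µM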
# PDI inh = inhibitors of human PDI, primary screen, biochemical, turbidity, single point, plate reader | 350,000 compounds, 0.052% hits | Protein disulfide-isomerase (Homo sapiens), P07237 | inhibition, % at 10 µM | PDI insulin aggregation turbidity, A650, 90 min;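 active means mean inhibition across replicates of 30% or more, whatever share of single replicates reach that level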;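 further: absorbance from insulin aggregation driven by PDI reduction with DTT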
# Target sequence (P07237 whole entry, looked up): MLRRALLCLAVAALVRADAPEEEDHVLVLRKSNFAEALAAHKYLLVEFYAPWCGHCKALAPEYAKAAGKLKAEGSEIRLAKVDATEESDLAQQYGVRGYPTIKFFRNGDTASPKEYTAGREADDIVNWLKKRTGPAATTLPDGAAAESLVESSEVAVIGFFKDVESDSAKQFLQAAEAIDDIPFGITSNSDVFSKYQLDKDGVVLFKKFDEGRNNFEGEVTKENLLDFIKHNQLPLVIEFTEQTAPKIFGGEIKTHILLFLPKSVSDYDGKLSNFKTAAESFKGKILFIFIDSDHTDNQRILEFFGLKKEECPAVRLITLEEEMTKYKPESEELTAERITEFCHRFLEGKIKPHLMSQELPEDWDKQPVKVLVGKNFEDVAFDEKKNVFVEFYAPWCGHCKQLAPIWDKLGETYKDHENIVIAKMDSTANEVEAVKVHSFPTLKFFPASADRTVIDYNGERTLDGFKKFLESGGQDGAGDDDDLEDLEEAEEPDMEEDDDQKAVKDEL
# NR2E3 ag-2 = NR2E3 agonists in two-hybrid cells, primary screen, cell-based, luminescence, CHO-S, Gal4-NCOR/VP16-NR2E3; Photoreceptor-specific nuclear receptor (Homo sapiens), Q9Y5X4; luciferase; inhibition of corepressor binding, % at 3.98 µM; 360,000 compounds, 0.35% hits; AID 602229, 2012;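 active means inhibition above the mean of all tested compounds plus 3 SD, cut at about 70% in these data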;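 further: 0% = DMSO with NR2E3 transfected cells and 100% = cells lacking NR2E3 construct; higher means lower luciferase signal from less NR2E3 corepressor binding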
# TRPM1 prom inh = inhibitors of MITF-dependent TRPM1 promoter reporter, primary screen, cell-based, SK-MEL-5, single point, luciferase; 330,000 compounds, 0.83% hits; inhibition, % at 12.5 µM; SK-MEL-5 TRPM1 promoter luciferase, 24 h;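 active means mean inhibition across replicates of 60% or more, whatever share of single replicates reaches that level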; further: values of inactives mirror those of a sister screen read the other way
# CaV13 ICDI inh = Disruptors of the CACNA1D IQ motif to Ca2+-dependent inactivation inhibitor domain association, primary screening, Förster resonance energy transfer in intact living … | HEK cells, CFP/YFP FRET ICDI-IQ, plate reader, 10 min; percent FRET-ratio fall versus neutral wells | inhibition, % at 12.3 µM | 340,000 compounds, 0.098% hits | AID 743397;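 active means mean replicate inhibition of at least 30% and at least 1% of replicates passing that level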;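 further: 0% = median of the neutral control wells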
# Vif imaging = HIV Vif self-association inhibitors, primary screen, imaging, HEK293T, single point. inhibition, % at 7.49 µM. AID 602346, 2012. HEK293T cells, Vif self-association by quenched fluorescence, 24 h. 340,000 compounds, 0.35% hits; in the data active means inhibition above about 50%, passing the limit was not always enough; further: some results filed as inactive read as strong as hits
# CF NFkB block = inhibitors of PAF-induced NF-kB signaling, primary screen, cell-based, GFP fluorescence, uHTS | inhibition, % at 5 µM | AID 588850, 2011 | KKLEB NF-kB-GFP reporter, GFP fluorescence overnight | 360,000 compounds, 0.86% hits;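 active means at least 50% inhibition at 5 µM, scaled per plate between neutral and stimulator controls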;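 further: PAF is a Pseudomonas aeruginosa culture filtrate used as stimulus; plate controls were PAF-stimulated DMSO wells for no effect and unstimulated DMSO wells for full effect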
# Shn3 inh set2 = reduction of Shn3 3'UTR firefly luciferase signal, primary screen, Schnurri-3 inhibitor project, cell-based, Clone20 osteoblasts, set 2; Clone20 osteoblast Shn3 3'UTR firefly luciferase, 24 h; inhibition, % at 12.5 µM; 360,000 compounds, 0.52% hits; AID 588674, 2011;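 active means mean inhibition of at least 75% with every replicate also reaching 75%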;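 further: 0% = median of neutral control wells and 100% = pilot-screen positive control compound; some compounds past the cut are filed as inactive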
# KKLEB tox = cytotoxicity in KKLEB CF airway cells, primary screen, cytotoxicity control for CF NF-kB inhibitor project, cell-based, uHTS, fluorescence assay plates; KKLEB CF airway cells viability, ATPlite luminescence, overnight; hits give low values; cells stimulated with P. aeruginosa culture filtrate; activity change (cytotoxicity), % at 5 µM; 360,000 compounds, 0.36% hits; AID 602141, 2011;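 active means corrected activity change at or below -50% at 5 µM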
# Numbers without * were called inactive; . = no result given. Compounds as they come. Share with any hit: about 3.3%.
canonical_smiles	NR2E3 ag-1	HIF-2a inh	Peg3 prom inh	PDI inh	NR2E3 ag-2	TRPM1 prom inh	CaV13 ICDI inh	Vif imaging	CF NFkB block	Shn3 inh set2	KKLEB tox
C=Cc1ccc(CC2(C)C(=O)Nc3ccc(Cl)cc32)cc1 (configuration not stated)	.	20	7	-1	5	.	-4	-1	-4	-2	1
O=C(Nc1cc(S(=O)(=O)N2CCOCC2)ccc1Cl)c1cc2ccccc2o1	3	3	7	11	-6	-1	-3	-1	-4	8	22
O=C(O)c1ccc(CSc2ncnc3c2cnn3Cc2ccccc2)cc1	3	14	12	-2	-14	1	-5	-14	0	-3	-8
COc1ccc(-c2ccc3c(c2)S(=O)(=O)c2cccc(C(=O)N4CCN(C5CCCCC5)CC4)c2C3=O)cc1OC	.	6	23	1	-38	-5	-11	-2	-4	-1	-6
CN(C)C=NC(=O)c1cc(C(=O)c2ccc(Cl)cc2Cl)c[nH]1	0	-5	-13	17	-10	-12	-11	9	27	0	-2
O=C(c1cnn(-c2ccccc2)c1)c1cc(F)ccc1O	4	-100	-269	-2	-96	-66	-4	-2	2	-56	7
COc1ccc(Cl)cc1CNC[C@H]1O[C@@H](n2cnc3c(=O)[nH]c(N)nc32)[C@H](O)[C@@H]1O	.	13	13	.	-25	.	-11	-6	-16	-2	1
O=C(CNS(=O)(=O)c1ccc(F)cc1)N1CCCC1	0	-7	-2	24	-18	.	-18	-2	2	-1	-3
NC(=O)COc1c(-c2ccco2)oc2ccccc2c1=O	0	6	15	-2	2	8	-4	-8	-15	20	6
COc1ccccc1NC(=O)N(CCN1CCOCC1)Cc1cc2cc(C)cc(C)c2[nH]c1=O	3	9	10	5	-13	-1	.	-1	-6	19	2
CCOc1ccc(-c2n[nH]c(C)c2-c2ccccn2)c(O)c1	0	19	4	2	6	-9	-6	-9	7	.	3
CCS(=O)(=O)N1CCN(c2ccc([N+](=O)[O-])c(NCc3ccccc3)c2)CC1	1	12	18	-4	-28	2	-2	-8	-7	-8	-5
COc1cccc(NC(=O)CCN2C(=O)c3cccc([N+](=O)[O-])c3C2=O)c1	2	12	0	-5	-8	-3	-19	4	14	-19	-1
CCCCN(C(=O)CSc1ncnc2sccc12)c1c(N)n(Cc2ccccc2)c(=O)[nH]c1=O	.	4	9	-4	-40	5	-4	-1	14	4	1
O=S(=O)(NCc1ccco1)c1ccc(Cl)nc1	-1	11	-2	10	21	4	-4	-2	16	-7	3
Cc1cc2cc(CCNC(=O)c3cccc([N+](=O)[O-])c3)c(=O)[nH]c2cc1C	1	17	38	0	3	2	-8	8	7	16	-17
N#CCCn1cc(/C=N/N=C2\NC(=O)C(CC(=O)O)S2)c(-c2ccc(F)cc2)n1 (configuration not stated)	0	10	0	2	-11	12	-7	-8	10	-4	3
COc1ccccc1CNC(=O)[C@@H](NC(=O)C1CCN(C(=O)[C@@H]2CCCN2)CC1)C(C)C	-1	10	-9	.	-12	.	.	-17	6	15	-1
Cc1cc(Nc2c(C#N)c(N)nn2C)ccc1F	5	15	9	0	18	6	-3	-4	6	8	9
CCN(C(=O)CSc1nnc(C)n1-c1ccc(C)cc1)c1c(N)n(Cc2ccccc2)c(=O)[nH]c1=O	.	13	0	-4	-26	-2	-6	2	-9	-13	13
O=C(NCc1ccco1)c1noc2c1CCCC2	-2	-49	-28	-2	-45	1	-9	9	-9	-37	-7
C[C@@H]1CN([C@H](C)CO)C(=O)Cc2cc(NC(=O)CCC(F)(F)F)ccc2O[C@@H]1CN(C)S(=O)(=O)c1ccccc1	.	7	-3	8	1	-1	-5	-4	5	-22	1
Cc1c(C)c2cc(Cl)c(OC(C)C(=O)NCCN3CCOCC3)cc2oc1=O (configuration not stated)	-2	4	9	1	-5	5	-15	-2	6	2	7
CC(=O)N1CCc2cc(S(=O)(=O)CCC(=O)NCc3cccs3)ccc21	2	12	18	-3	-11	-5	-5	-3	-3	11	8
CC(NC(=O)CSc1ccc(S(=O)(=O)N2CCOCC2)cn1)c1ccc(Cl)cc1Cl (configuration not stated)	.	7	13	-13	7	0	-3	4	3	-8	20
Cc1ccc(C(=O)Oc2ccc(-c3nccc(-c4ccccn4)n3)cc2)cc1	2	-192	-210	-5	-61	-35	.	6	-4	-37	5
COc1ccc(C(=O)N(Cc2sccc2C)C2CCS(=O)(=O)C2)cc1 (configuration not stated)	-1	3	5	5	-27	3	.	-6	-2	11	-9
Cc1cccc(NC(=O)CCNC(=O)c2ccccc2)c1	-2	-11	-10	-3	-8	1	-21	15	-10	-12	-16
CC(C)(C)NC(=O)c1nn(Cc2ccccc2)c(=O)c2ccccc12	-3	-12	10	1	-69	-18	-5	0	4	-3	-7
CCn1ncc(N(C)N)c(Cl)c1=O	0	2	2	-6	-33	-2	-5	5	-1	1	0
COc1cc(C(=O)Oc2ccccc2)ccc1OCc1c(C)noc1C	4	12	2	-7	-16	-12	-4	-1	-18	-4	11
COc1ccc(-c2nc(C#N)c(N3CCC(C(N)=O)CC3)o2)cc1OC	4	19	-4	5	-8	-3	-4	32	-1	-1	-10
Cc1cc(=O)oc2cc(OCC(=O)NCCCN3CCOCC3)ccc12	-4	12	6	13	6	12	1	-13	-8	10	5
CN(Cc1ccccc1C#N)S(=O)(=O)c1cccs1	-1	-9	1	12	-15	9	-4	-7	9	-10	6
COc1ccc(S(=O)(=O)N2CCC(C(=O)Nc3cccc(C(C)=O)c3)CC2)cc1	0	14	4	-13	5	4	.	1	5	4	3
CSc1ccc(C(=O)C2CCCN(C(=O)c3ccc4c(c3)no[n+]4[O-])C2)cc1 (configuration not stated)	-2	-31	6	2	-15	17	-6	2	24	11	3
O=C(CC1SC(=NCC2CCCO2)NC1=O)Nc1cc([N+](=O)[O-])ccc1Cl (configuration not stated)	-1	13	7	4	-9	4	0	-6	21	-6	2
Cc1ccccc1C(OCCN(C(C)C)C(C)C)c1ccccc1 (configuration not stated)	2	13	15	2	21	2	-19	1	19	0	2
CC(C)[C@H](NC(=O)C1CCN(S(=O)(=O)c2ccc(F)cc2)CC1)C(=O)N1CCCC1	1	6	1	2	10	3	-13	0	-12	-2	11
O=C(OCc1ccco1)c1cccnc1	-1	8	7	-2	-12	10	2	16	-16	-8	10
CCCn1c(N)c(C(=O)CN(C)CC(=O)Nc2ccccc2CC)c(=O)[nH]c1=O	3	17	2	21	-15	-1	-2	-3	8	-20	3
CCCc1cc(=O)c2c(O)ccc(OC)c2o1	0	11	5	8	-2	-3	-12	-10	19	6	-1
COc1ccc(-c2noc(CN(C)C(=O)c3ccc4c(c3)OCO4)n2)cc1	2	4	-6	-6	6	-11	-3	-1	2	10	-4
N#C/C(=C/c1cccc(C(F)(F)F)c1)c1nc(CCN2C(=O)c3ccccc3C2=O)cs1	0	-10	12	-4	-7	4	-4	-11	3	-4	-16
CN(C)/C=C(/C(=O)c1ccc(Cl)c(Cl)c1)c1nnnn1-c1ccccc1	-2	11	17	5	-29	-2	-20	1	11	1	7
N=C1C(c2ccccc2)=C(O)CN1c1ccc2c(c1)OCO2	0	4	-4	11	-33	-2	-8	-20	-7	21	10
COCCn1c(N)c(C(=O)OCc2ccccc2)c2nc3ccccc3nc21	8	5	19	-1	7	-23	-7	-1	-6	-8	4
O=c1cc(-c2ccc(O)cc2)oc2cc(O)c([C@@H]3O[C@H](CO)[C@@H](O)[C@H](O)[C@H]3O)c(O)c12	.	11	9	.	-9	3	.	2	14	-4	-1
COc1ccc(NC(=O)CC(c2ccc(F)cc2)c2ccc(OC(C)C)cc2)cc1 (configuration not stated)	-4	-2	5	4	-18	7	-2	-3	6	31	-9
O=C(CCCOc1ccc(Cl)cc1)Nc1ccc(N2CCOCC2)cc1	-1	15	10	6	-6	6	-15	3	5	9	2

# Sorted by number of heavy atoms (high to low): some entries from above
canonical_smiles	NR2E3 ag-1	HIF-2a inh	Peg3 prom inh	PDI inh	NR2E3 ag-2	TRPM1 prom inh	CaV13 ICDI inh	Vif imaging	CF NFkB block	Shn3 inh set2	KKLEB tox
CC(C)[C@H](NC(=O)C1CCN(S(=O)(=O)c2ccc(F)cc2)CC1)C(=O)N1CCCC1	1	6	1	2	10	3	-13	0	-12	-2	11
CCCn1c(N)c(C(=O)CN(C)CC(=O)Nc2ccccc2CC)c(=O)[nH]c1=O	3	17	2	21	-15	-1	-2	-3	8	-20	3
COc1ccc(-c2noc(CN(C)C(=O)c3ccc4c(c3)OCO4)n2)cc1	2	4	-6	-6	6	-11	-3	-1	2	10	-4
COc1ccc(-c2nc(C#N)c(N3CCC(C(N)=O)CC3)o2)cc1OC	4	19	-4	5	-8	-3	-4	32	-1	-1	-10
Cc1ccccc1C(OCCN(C(C)C)C(C)C)c1ccccc1 (configuration not stated)	2	13	15	2	21	2	-19	1	19	0	2
CN(Cc1ccccc1C#N)S(=O)(=O)c1cccs1	-1	-9	1	12	-15	9	-4	-7	9	-10	6
CCCc1cc(=O)c2c(O)ccc(OC)c2o1	0	11	5	8	-2	-3	-12	-10	19	6	-1
O=C(OCc1ccco1)c1cccnc1	-1	8	7	-2	-12	10	2	16	-16	-8	10
